Source: PubChem BioAssay
pAkt inh: inhibitors of Akt phosphorylation | Neuro2A IGF-stimulated pAkt S473 HTRF, 20 min; hits give low values | activity change, % for hits at 50 µM | 360,000 tested, 0.32% active; in the data active means activity change below about -80%; inconclusive means mostly about -51% to -80%; further: on the % scale 0 is the no-effect control and ±100 the full control effect
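Single-point screen (50 µM final compound) in Neuro2A cells stimulated 20 min with 6 nM IGF at 37 deg C. After lysis, Ser473-phosphorylated Akt read by HTRF (ex 330 nm, em 615/665 nm) as the 665/615 ratio.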
FUS yeast rescue: suppressors of FUS proteinopathy in yeast. Potency, µM (titrated, usually from 76.6 µM), without a hit: at the top dose growth rescue (activation), most hits filed as activators. AID 1347120. 390,000 tested, 0.24% active. S. cerevisiae FUS-expressing, growth rescue, OD600, 24 h;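 further: potency means the concentration at half of the fitted maximal effect; plate controls were DMSO vehicle for no effect and reference control for full effect; nearly all actives have a fitted effect of over 55% in size; some results filed as inactive show a strong effect at the top dose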
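Galactose (2%) drives FUS expression in yeast precultured in raffinose; seeding density OD 0.005. Test compounds incubated 24hr at 30C and 99% humidity before absorbance at 600 nm was measured.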
TDP-43 yeast inh: inhibitors of TDP-43 toxicity in yeast; TDP-43 expressing yeast growth rescue, BacTiter-Glo, 24 h; Potency, µM (titrated, usually from 46.1 µM), without a hit: at the top dose growth rescue (activation), hits mostly activators; 410,000 tested, 1.8% active; further: potency means the concentration at half of the fitted maximal effect; % of control where 0% means no effect; nearly all actives have a fitted effect of over 50% in size
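Growth rescue of TDP-43-toxic yeast measured as ATP luminescence (BacTiter-Glo). Cells grown to mid-log in raffinose, induced in galactose at OD600=0.02, exposed to compound 24 hr at 30 deg C.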
Abeta rescue: compounds reversing amyloid beta toxicity in yeast; yeast expressing A-beta42, growth rescue, OD600, 48 h; response scale: 0% DMSO, 100% iron-clioquinol control; Potency, µM (doses to about 46.1 µM), for inactives: at the highest dose growth rescue, most hits filed as activators; 410,000 tested, 0.063% active; AID 1347071; further: potency means the concentration at half of the fitted maximal effect; nearly all actives have a fitted effect of over 55% in size
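Growth rescue measured by 600 nm absorbance after 48 h yeast culture at 30 C with compound. Values normalized between DMSO and an equimolar ferric chloride plus clioquinol control.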
GLP1R cytotox: cytotoxic in the GLP-1 receptor inverse agonist counter-screen; HEK293 cAMP-luciferase reporter cells, luminescence, 24 h; Potency, µM (doses to about 38.3 µM), for inactives: top-dose activity change, negative = inhibition, most hits filed as inhibitors; AID 624418; 410,000 tested, 0.13% active;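 further: loss of luciferase light is scored as toxicity; potency means the concentration at half of the fitted maximal effect; on the % scale 0 is the no-effect control and ±100 the full control effect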
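Step one: seed cells (200 cells/uL, DMEM with 10% Nu serum, 1% pen-strep). Step two: 12-hour incubation at 37 deg C. Step three: pin 23 nL compound, incubate 24 hr. Step four: add luciferase reagent, read luminescence 12 min later.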
PTHR1 agonist: PTHR1 (human) receptor agonism | AID 743266 | HEK293 GP2 PTHR1 cells, GloSensor cAMP luminescence, 1 h | 410,000 tested, 0.075% active | Potency, µM (top dose mostly 115 µM), for inactives: at the top dose activation, most hits filed as activators | Q03431; further: potency means the concentration at half of the fitted maximal effect; nearly all actives have a fitted effect of over 55% in size; some results filed as inactive show a strong effect at the top dose; inactives centre near -15; many of its hits are not listed in these tables
Target sequence (Q03431 whole entry, looked up): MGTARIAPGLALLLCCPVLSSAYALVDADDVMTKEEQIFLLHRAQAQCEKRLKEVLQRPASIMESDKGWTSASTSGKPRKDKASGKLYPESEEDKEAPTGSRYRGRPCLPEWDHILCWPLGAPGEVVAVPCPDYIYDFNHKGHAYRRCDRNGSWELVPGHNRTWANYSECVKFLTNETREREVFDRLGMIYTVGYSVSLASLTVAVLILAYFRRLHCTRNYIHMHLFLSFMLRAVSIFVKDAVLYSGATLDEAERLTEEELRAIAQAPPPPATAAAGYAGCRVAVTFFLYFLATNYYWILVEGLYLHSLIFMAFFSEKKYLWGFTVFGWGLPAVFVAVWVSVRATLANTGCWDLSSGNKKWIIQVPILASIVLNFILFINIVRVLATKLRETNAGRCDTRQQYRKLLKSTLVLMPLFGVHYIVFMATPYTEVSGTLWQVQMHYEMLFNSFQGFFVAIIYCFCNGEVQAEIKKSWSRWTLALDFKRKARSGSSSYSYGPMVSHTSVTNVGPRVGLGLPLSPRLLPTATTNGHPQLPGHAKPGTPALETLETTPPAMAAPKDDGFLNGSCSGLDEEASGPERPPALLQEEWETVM
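HEK-293-derived GP2 cells expressing PTHR1 and a GloSensor cAMP reporter, 3,000/well, plated overnight, given luciferin plus IBMX (each 0.5 mM as added) for 1 h at 37 °C, then compound for 1 h at 37 °C. Luminescence was read after 15 min at room temperature.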
aSyn yeast inh: inhibitors of alpha-synuclein toxicity in yeast. Yeast expressing alpha-synuclein, growth rescue, BacTiter-Glo, 24 h. Potency, µM (top dose mostly 46.1 µM), for inactives: at the top dose growth rescue (activation), most hits filed as activators. 370,000 tested, 0.14% active; further: potency means the concentration at half of the fitted maximal effect; % of control where 0% means no effect; nearly all actives have a fitted effect of over 65% in size
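Rescue of yeast growth: cells expressing toxic alpha-synuclein, induced in galactose at OD600 0.02, incubated with compound 24 h at 30 C. ATP luminescence quantified growth; inhibitors of toxicity appear as activators.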
MmCpn inh: blocks the Methanococcus maripaludis chaperonin Mm-Cpn. purified Mm-Cpn ATPase, ADP Transcreener TR-FRET. Potency, µM (doses to about 76.9 µM), for inactives: at the top dose activity, negative = inhibition, hits mostly inhibitors. 330,000 tested, 0.031% active. AID 504842; further: potency means the concentration at half of the fitted maximal effect; on the % scale 0 is the no-effect control and ±100 the full control effect; nearly all actives have a fitted effect of over 80% in size
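Reaction buffer contained 30 mM Tris pH 7.4, 100 mM KCl, 5 mM MgCl2 and 1 mM DTT. Mm-CPN (25 nM final) hydrolysed 10 uM ATP over 30 min at 37°C; ADP was read by HTRF.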
GLP1R inv ag: inverse agonists of human GLP-1 receptor; Potency, µM (titrated, usually from 38.3 µM), without a hit: at the top dose activity change, negative = inhibition, actives largely listed as inhibitors; P43220; HEK293 GLP-1R CRE-luciferase, luminescence, 24 h; GLP-1R form is constitutively active; 410,000 tested, 1.6% active; further: potency means the concentration at half of the fitted maximal effect; on the % scale 0 is the no-effect control and ±100 the full control effect; nearly all actives have a fitted effect of over 55% in size
Target sequence (P43220 whole entry, looked up): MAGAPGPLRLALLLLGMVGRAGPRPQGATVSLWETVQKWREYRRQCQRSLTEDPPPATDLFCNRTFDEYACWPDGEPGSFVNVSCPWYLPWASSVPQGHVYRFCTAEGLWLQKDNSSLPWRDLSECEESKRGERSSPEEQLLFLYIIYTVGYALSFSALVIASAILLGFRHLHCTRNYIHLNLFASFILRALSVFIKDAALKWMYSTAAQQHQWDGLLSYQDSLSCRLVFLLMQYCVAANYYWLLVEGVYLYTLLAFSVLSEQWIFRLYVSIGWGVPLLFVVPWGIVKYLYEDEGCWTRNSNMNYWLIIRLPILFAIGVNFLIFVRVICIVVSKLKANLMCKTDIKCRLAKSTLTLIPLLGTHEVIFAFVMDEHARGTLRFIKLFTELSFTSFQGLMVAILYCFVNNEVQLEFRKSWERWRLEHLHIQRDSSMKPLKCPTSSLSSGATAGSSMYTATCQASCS
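qHTS in 1536-well format: reporter HEK293 cells expressing constitutive GLP-1R activity in DMEM + 10% Nu serum, 24 hr with compounds at 37 deg C, luminescence read after 12 min with detection reagent.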
Numbers without * were called inactive; i = inactive; ? = inconclusive; · = no result given; [ ] = remark or other dose. Unless noted, the call rests on the fitted dose curve; in most records, active means well fitted curve in the direction sought with a large enough effect; inconclusive means small, poorly fitted or top-dose-only effect, or another doubt; inactive means no such curve, though single readings can be large; an effect the other way counts as inactive or inconclusive.

SMILES	pAkt inh	FUS yeast rescue	TDP-43 yeast inh	Abeta rescue	GLP1R cytotox	PTHR1 agonist	aSyn yeast inh	MmCpn inh	GLP1R inv ag
COc1ccc(CCN(C)C(=S)NC(=O)c2ccc(F)cc2Cl)cc1OC	i	-1%	25%	?	-16%	-25%	0%	0%	-9%
CCOC(=O)CSc1nnc(-c2c[nH]c3ccccc23)o1	i	9%	0%	13%	18%	-9%	-7%	?	1%
CCCCCC1C(C(=O)OCC)C(=O)NC1(C(=O)OCC)C(=O)OCC (stereo not given)	i	37%	23%	6%	17%	-31%	2%	·	?
O=C(c1ccccc1)N1CCN(C2CCCCC2)CC1	i	-9%	-10%	-2%	-3%	-8%[57.5 µM]	-4%	2%	-1%
COc1ccc(N2CC(C(=O)Nc3cc(C)on3)CC2=O)cc1 (stereo not given)	i	-10%	-24%	8%	7%	-3%[57.5 µM]	-3%	-1%	1%
O=C(Cc1nc2ccccc2[nH]c1=O)c1ccc(Cl)cc1	i	-19%	5%	·	30%	-16%	-5%	-4%	16%
O=C(NCc1ccc2c(c1)OCO2)c1ccc(Br)s1	i	1%	0%	7%	1%	i	7%	4%	-4%
CCN(CC)S(=O)(=O)c1ccc(N(C)Cc2cccc(OC)c2OC)nc1	i	21%	18%[9.22 µM]	-3%	-6%	-46%[inhibitor]	-1%	-2%	?
O=C(Cc1ccccc1)N1CCC(O)(c2cccnc2)CC1	i	-13%	-7%	14%	4%	i	5%	·	8%
Cc1ccc2c(c1)N=C(c1ccccc1)CC(C(Cl)Cl)=N2	i	12%	?	2%	13%	-12%	-33%[inhibitor]	-4%	?
COC(=O)CC1SC(=O)NC1=Nc1ccccc1 (stereo not given)	·	1%	-19%	11%	2%	-15%	·	2%	3%
COc1cc(OC)c(NS(=O)(=O)c2c(C(=O)N3CCCCC3)c(C)n(C)c2C)cc1Cl	i	-19%	-5%	·	4%	i	-3%	1%	6%
COc1ccc(C(=O)/C=C/c2ccc(N(C)C)cc2)c(OC)c1	i	?	12%	-15%	i	-35%[inhibitor]	-14%	-4%	?
COc1cccc(C(C)(O)c2nc(-c3ccc(F)c(Cl)c3)cs2)c1 (stereo not given)	i	21%	-61%[inhibitor]	-93%[inhibitor]	2%	i	-22%	·	?
Cc1c(NC(=O)CN2CCN(C(=O)c3ccco3)CC2)c(=O)n(-c2ccccc2)n1C	i	5%	-9%	0%	-16%	-3%[57.5 µM]	3%	2%	0%
COC(=O)CNC(=O)CN1C(=O)NC2(CCCc3ccccc32)C1=O (stereo not given)	i	-6%	10%	-7%	0%	i	-1%	-11%	-10%
O=C(NNC(=S)Nc1ccc(Cl)c(Cl)c1)c1cccc([N+](=O)[O-])c1	i	11%	15%	-13%	-3%	i	-11%	1%	1%
COC(=O)CSc1nc(C2CC2)nc2ccccc12	·	20%	-7%	-29%	6%	-2%[57.5 µM]	-8%	0%	0%
CCOC(=O)COc1coc(CN2CCN(c3cccc(Cl)c3)CC2)cc1=O	·	-13%	0%	-5%	-3%	-20%	3%	1%	5%
OCC(O)CNC(=S)NC1CCCCC1 (stereo not given)	i	-12%	15%	-14%	-5%	i	-2%	3%	-1%
COc1ccc(/C(N)=N/OC(=O)c2cccc([N+](=O)[O-])c2)cc1	i	-8%	-9%	6%	-12%	-7%[57.5 µM]	-21%	0%	-2%
CCN(CC)S(=O)(=O)c1ccc2c(c1)N(CC(=O)N1CCN(c3cccc(C)c3C)CC1)C(=O)CO2	·	18%	-24%	-12%	-15%	i	·	·	?
COc1ccccc1-c1cnc(C(O)c2ccc(Cl)cc2)[nH]1 (stereo not given)	i	-24%	-2%	-8%	9%	i	5%	·	?
CCOC(=O)c1c(CN(C)C)n(-c2ccc(C)cc2)c2cc(Br)c(O)cc12	i	·	2%	-1%	3%	i	0%	0%	?
O=C(O/N=C1/CCSc2ccccc21)c1ccccc1	·	-2%	?	-24%	1%	i	-7%	2%	19%
CCOc1ccc(-c2c(C)nn3c(C)c(C(=O)NC(C)c4ccccc4)cnc23)cc1OCC (stereo not given)	·	?	17%	-2%	-4%	i	·	·	-9%
COc1ccc(OC)c(CNn2c(-c3ccccc3F)nc3ccccc3c2=O)c1	i	24%	21%	-11%	3%	-8%	1%	-7%	?
CCn1cc(CNCc2ccc(OCC(O)CN(C)Cc3ccccc3)cc2)cn1 (stereo not given)	i	19%	-18%	11%	?	i	-13%	2%	?
COc1ccccc1N1CC(C(=O)Nc2cccc(C(=O)O)c2)CC1=O (stereo not given)	i	-17%	-5%	12%	65%[activator]	i	-2%	-4%	22%
CC1(C)O[C@H]2[C@@H](O1)[C@@H](C(=O)Nc1ccc(F)c(F)c1)O[C@@H]1OC(C)(C)O[C@@H]12	·	-5%	?	4%	7%	i	·	·	3%
CN(C(=O)c1ccc(NC(=O)C2CCCN(C(=O)OC(C)(C)C)C2)cc1)C1CC1 (stereo not given)	i	13%	-2%	-7%	7%	-20%	0%	-1%	17%
N#CC1(c2ccccc2)CCCN1C(=O)c1ccco1 (stereo not given)	i	2%	-4%	-3%	-3%	-14%	2%	-2%	0%
Cc1cc(=O)[nH]c(SCC(=O)N2CCN(c3ccccc3)CC2)n1	·	-15%	16%	-7%	5%	-24%	·	·	6%
COc1ccc(C2c3[nH]c4ccccc4c3C[C@H]3C(=O)N(C4CCN(Cc5ccccc5)CC4)CC(=O)N23)c(OC)c1 (stereo not given in full)	i	13%	7%	-1%	-3%	-24%	-1%	-2%	?
Cc1occc1-c1n[nH]c(=S)n1C	i	-10%	24%	-1%	16%	i	1%	-4%	20%
Cc1nc(N)[nH]c(=O)c1CCC(=O)OCC(C)C	i	17%	?	15%	-9%	-4%[57.5 µM]	-11%	0%	-8%
Cc1nc(-c2ccccc2)sc1C(=O)O	i	4%	9%	-4%	11%	i	4%	-14%	13%
COC(=O)c1ccc(-c2ccco2)n1Cc1cc(C)ccc1C	i	0%	15%	3%	3%	?	5%	3%	0%
CC1=C(C#N)C(c2ccc(O)cc2)C2=C(CCCC2=O)N1 (stereo not given)	i	20%	-19%	5%	14%	-1%	-1%	0%	1%
Cc1ccc(CC(=O)NCC(c2ccco2)N(C)C)cc1C (stereo not given)	i	17%	-3%	-1%	0%	-15%	3%	-1%	0%
CC(C)c1ccccc1NC(=O)COC(=O)/C=C/c1cccc([N+](=O)[O-])c1	i	12%	?	-3%	-1%	i	4%	0%	10%
Cc1[nH]c2ccccc2c1C(=O)CNc1nccs1	i	-1%	2%	2%	-13%	-18%[57.5 µM]	-9%	1%	2%
O=C(Nc1cccnc1Cl)C1CCCN(c2ncnc3c2nc2n3CCCCC2)C1 (stereo not given)	i	-7%	14%	-18%	0%	-24%	1%	2%	-5%
CCCCn1c(CNC(=O)C23CC4CC(CC(C4)C2)C3)nnc1SCC(=O)Nc1ccccc1	·	-8%	5%	1%	-4%	-15%	·	·	2%
COc1ccc2nc(N3C(=O)C(O)=C(C(=O)c4ccco4)C3c3ccco3)sc2c1 (stereo not given)	i	13%	-22%	-10%	-8%	i	0%	·	-3%
Cc1nn(-c2ccccc2)c(C)c1/C=N/NC(=O)c1ccc(F)cc1	i	2%	0%	8%	3%	-24%	6%	·	15%
CC(=O)N1CCN(c2ncnc3sc(-c4ccccc4)cc23)CC1	i	8%	16%	-6%	-17%	-8%	-3%	-4%	38%[activator]
CCOC(=O)c1cc2c(c(CCO)n1)[C@H](CCO)N(S(=O)C(C)(C)C)C2 (stereo not given in full)	i	-6%	19%	-8%	1%	i	2%	·	23%
CC(Sc1nnc2c(n1)C1(C)CCC2C1(C)C)C(=O)Nc1ccccc1 (stereo not given)	i	5%	24%	10%	-10%	i	5%	0%	-1%
O=C(NCC1CC1)c1cccc2c1C(=O)c1ccc(-c3ccc(OC(F)(F)F)cc3)cc1S2(=O)=O	i	15%	0%	-8%	-24%	-31%[inhibitor]	-3%	-4%	-10%
COCCNC(=O)NC(=O)COC(=O)c1cc([N+](=O)[O-])ccc1Sc1nc(C)cs1	i	10%	8%	-7%	0%	i	-3%	0%	2%
Cc1nn2c(C)c(C(=O)Nc3ccccc3)cnc2c1-c1ccccc1	i	18%	?	-1%	-22%	-19%	13%	-1%	?
CCOC(=O)c1c(NC(=O)c2ccc(S(=O)(=O)N3CCC(C)CC3)cc2)sc2c1CCN(CC)C2	·	31%	-6%	-14%	3%	-8%	?	·	?

Individual results from the results shown.
CC(C)c1ccccc1NC(=O)COC(=O)/C=C/c1cccc([N+](=O)[O-])c1 @ Abeta rescue: -3%
O=C(Nc1cccnc1Cl)C1CCCN(c2ncnc3c2nc2n3CCCCC2)C1 (stereo not given) @ aSyn yeast inh: 1%

Some of the entries above, reformatted.
SMILES: CCCCn1c(CNC(=O)C23CC4CC(CC(C4)C2)C3)nnc1SCC(=O)Nc1ccccc1
  pAkt inh: ·
  FUS yeast rescue: -8%
  TDP-43 yeast inh: 5%
  Abeta rescue: 1%
  GLP1R cytotox: -4%
  PTHR1 agonist: -15%
  aSyn yeast inh: ·
  MmCpn inh: ·
  GLP1R inv ag: 2%
SMILES: O=C(NCC1CC1)c1cccc2c1C(=O)c1ccc(-c3ccc(OC(F)(F)F)cc3)cc1S2(=O)=O
  pAkt inh: i
  FUS yeast rescue: 15%
  TDP-43 yeast inh: 0%
  Abeta rescue: -8%
  GLP1R cytotox: -24%
  PTHR1 agonist: -31%[inhibitor]
  aSyn yeast inh: -3%
  MmCpn inh: -4%
  GLP1R inv ag: -10%

A portion of the library; the hit share may differ from the screen's.
